Compound activity deposited in PubChem BioAssay by several laboratories.
NS3 helicase inh = inhibitors of HCV NS3 helicase, primary screen, biochemical, Cy5 molecular beacon fluorescence; Hepatitis C virus NS3 helicase; NS3 helicase DNA unwinding; inhibition, % at 10.9 µM; 290,000 tested, 0.56% active; AID 1800, 2009;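 active = inhibition above the mean of all tested compounds plus 3 SD, set per campaign, cut at about 35% in these data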;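 note: 0% = DMSO wells and 100% = thioflavine S control wells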
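test system = hepatitis C virus NS3 helicase domain fragment enzyme | reagent = annealed dual-labelled DNA beacon duplex, ATP-started | times = 1 h at 25 °C | detection = Cy5 fluorescence, 0 and 60 min reads | read-out basis = percent inhibition from t60/t0 fluorescence ratio | control set = DMSO and thioflavine S | replication = one well per compound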
GalR3 antagonist = GalR3 antagonists in HEK293 cells, primary screen, cell-based, fluorescence readout | Galanin receptor type 3 (Homo sapiens), O60755 | HEK293 GalR3-CNG cAMP membrane potential fluorescence; galR3 body fused to GalR1 C-terminus | inhibition, % at 3 µM | 360,000 tested, 0.44% active | AID 651719, 2012;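 active = inhibition above the screen-wide average plus 3 SD, cut at about 13% in these data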;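 note: forskolin and galanin both at EC90 stimulate the cells; cAMP rise reported by CNG channel membrane potential dye signal; 0% = forskolin plus galanin with DMSO and 100% = forskolin alone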
Target sequence (O60755 1-299 limits assumed): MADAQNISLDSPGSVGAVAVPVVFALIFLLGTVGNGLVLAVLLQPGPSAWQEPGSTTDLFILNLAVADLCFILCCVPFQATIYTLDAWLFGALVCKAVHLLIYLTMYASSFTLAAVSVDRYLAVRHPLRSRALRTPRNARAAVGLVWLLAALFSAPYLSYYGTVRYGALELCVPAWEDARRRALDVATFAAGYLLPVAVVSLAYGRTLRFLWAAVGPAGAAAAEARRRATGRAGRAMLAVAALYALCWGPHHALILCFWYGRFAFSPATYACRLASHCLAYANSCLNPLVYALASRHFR
VIM-2 inh = VIM-2 metallo-beta-lactamase inhibitors, primary screen, biochemical, epi-absorbance readout, Pseudomonas aeruginosa enzyme; purified VIM-2, nitrocefin hydrolysis, epi-absorbance fluorescence; inhibition, % at 5.6 µM; 290,000 tested, 0.89% active;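 active = inhibition above the mean of all tested compounds plus 3 SD, cutoff set per screening run, cut at about 7.5% in these data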;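 note: red hydrolysis product quenches plate fluorescence so inhibitors raise well fluorescence; 0% = enzyme with DMSO and 100% = DMSO without enzyme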
IMP-1 inhibitor = IMP-1 metallo-beta-lactamase inhibitors, primary screen, biochemical, epi-absorbance readout, Pseudomonas aeruginosa enzyme; metallo-beta-lactamase IMP-1 (Pseudomonas aeruginosa); purified IMP-1, nitrocefin hydrolysis, epi-absorbance fluorescence; inhibition, % at 5.6 µM; 290,000 tested, 0.45% active;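 active = inhibition above the mean plus 3 SD of all compounds in the same screening run, cut at about 4.5% in these data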;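 note: 0% = IMP-1 with DMSO and 100% = DMSO wells lacking enzyme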
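System – purified recombinant IMP-1 beta-lactamase · Input – IMP-1 dispensed at 0.2 nM · Timing – 15 min preincubation plus 25 min reaction at 25 °C · Signal – Epi-absorbance fluorescence, 480 nm excitation, 530 nm emission · Measure – percent IMP-1 inhibition derived from blank-referenced optical density · Controls – Enzyme-plus-DMSO low control, enzyme-free DMSO high control · Replication – singlicate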
p-CIP stab down = p/CIP-EGFP fusion destabilizers, primary screen, fluorescence, F442A cells | Q05BA5 | 16 h | decrease of EGFP signal, % at 10 µM | 290,000 tested, 0.01% active;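 active = EGFP signal decrease of at least 30% at 10 µM or well 3 SD below plate mean, unless failing retest; inactive = the rest, including hits failing retest or dose response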; note: some compounds called inactive have numbers as strong as hits; many of its hits are not listed in these tables
CRFBP-R2 block = antagonists of CRF-BP/CRF-R2 complex, primary screen, cell-based, HEK293, calcium dye fluorescence, uHTS; inhibition, % at 11.8 µM; 350,000 tested, 0.59% active; CRF-induced calcium fluorescence;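 active = inhibition of the ligand-induced calcium signal above about 50% at the single tested concentration, limit read from the data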
IDE cell activ = human IDE activators in live cells, primary screen, fluorescence polarization, HEK cells, FAbeta-B substrate; FAbeta-B cleavage; 0% vehicle, 100% cell-free pure enzyme wells; activation, % at 5.96 µM; 340,000 tested, 0.073% active; AID 493087, 2011;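 active = activation above the mean of all tested compounds plus 3 SD, set per screening campaign, cut at about 17% in these data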
IDE cell inh = human IDE inhibitors in live cells, primary screen, fluorescence polarization, HEK cells, FAbetaB substrate | Insulin-degrading enzyme (Homo sapiens), P14735 | FAbetaB cleavage | inhibition, % at 5.59 µM | 320,000 tested, 0.41% active | AID 434962, 2010;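 active = percent inhibition above the average of all tested compounds plus 3 SD, set per screening campaign, cut at about 16% in these data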;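 note: IDE supplied by intact live HEK cells; FP after avidin binding of uncleaved biotin substrate so inhibition keeps polarization high; 0% = DMSO wells and 100% = 60 µM reference IDE inhibitor Ii1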
SUMO HTRF inh = inhibitors of in vitro SUMOylation cascade, primary screen, biochemical, HTRF, uHTS; inhibition, % at 35 µM; HTRF SUMOylation assay, SAE1/SAE2 + UBC9; 290,000 tested, 0.36% active; in the data active = inhibition above about 50%, passing the limit was not always enough; note: strong numbers were not always called active
Target sequence (P63279 whole entry, looked up): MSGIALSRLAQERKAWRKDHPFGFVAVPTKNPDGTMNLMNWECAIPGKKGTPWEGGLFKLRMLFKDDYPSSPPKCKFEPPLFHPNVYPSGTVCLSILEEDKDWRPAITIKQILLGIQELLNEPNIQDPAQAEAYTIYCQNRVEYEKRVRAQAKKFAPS
The depositor's hits bear a star; i = inactive; · = no result given.

Each structure is followed by: NS3 helicase inh, GalR3 antagonist, VIM-2 inh, IMP-1 inhibitor, p-CIP stab down, CRFBP-R2 block, IDE cell activ, IDE cell inh, SUMO HTRF inh
CCCC[n+]1ccn(-c2nc3c([N+](=O)[O-])cccc3n2C)c1
 : -9, 5, -0.7, -2.2, 7, 18, 1, ·, -9
NCCCC[C@@H](C(=O)N1CCNCC1)n1cc([C@@H](N)CO)nn1
 : 9, -4, -3.9, -1.1, 0, 0, 1, -3, 8
Cc1nc(NC(=O)C2CC2)sc1C(=O)Nc1cccc(Cl)c1
 : 3, -9, -2.4, -2.2, -8, -26, 3, ·, -4
O=C(NC1CCN(C(=O)c2ccccc2Br)CC1)c1ccccc1
 : 6, -8, 0.0, -0.8, -1, 10, -1, -2, 22
Cc1ccc(C(=O)n2nnc3ccccc32)cc1[N+](=O)[O-]
 : 7, -2, 1.8, -1.3, -8, 19, 0, 5, 13
O=C(CN1C(=O)/C(=C\c2cccc(F)c2)Oc2ccccc21)N1CCN(c2ccccn2)CC1
 : 2, 0, -2.0, -3.4, -1, 15, 1, -4, 14
Cc1ccc(NC(=S)N2CC(C)OC(C)C2)cc1C (stereo not drawn)
 : -3, -2, -4.2, -3.9, -6, -2, 1, ·, -11
Cc1cc(C)n2[nH]c(=O)c(N=Nc3ccccc3)c2n1
 : -3, -1, 0.2, -2.2, 0, -52, 0, 2, -20
COC(=O)C1=C(C)NC(C)=C(C(=O)OC)C1c1cn(-c2ccccc2)nc1-c1ccco1
 : -3, 4, -0.8, -1.6, -8, 11, 0, 4, 26
CNC[C@H](O)c1ccc(O)c(O)c1
 : 6, -4, -0.7, -4.2, -7, 17, 6, 5, 38
CCOC(=O)c1sc(=NC(=O)c2ccco2)n(C)c1C
 : -4, -5, -0.2, -2.2, 8, -13, 0, -12, 18
COc1cc(C(=O)NCc2cc3cc(Cl)ccc3n2C)cc(OC)c1OC
 : -14, -7, -1.4, -3.8, 15, -1, 1, -1, -8
COC(=O)c1[nH]c2c(c1C(=O)OC)CCc1ccccc1-2
 : 11, -15, -0.5, -1.3, 4, -1, 2, 6, -5
O=C(NCc1cc(Br)cc(Br)c1OC(=O)c1ccccc1[N+](=O)[O-])c1ccccc1
 : -9, 3, -0.4, -2.5, -8, -13, 1, -7, -7
CCOC(=O)NC(=S)Nc1c(C)n(C)n(-c2ccccc2)c1=O
 : 4, -2, -2.1, -2.5, -7, 3, -1, -2, 6
N#Cc1c(Nc2ccccc2)c(C=NCCN2CCOCC2)c[nH]c1=O
 : -4, -7, -3.2, -2.6, 0, -20, 5, 0, -8
CCOc1ccc(NC(=O)c2ccc(C#CC(C)(C)O)cc2)cc1
 : 10, -7, -1.8, -1.8, -9, 14, 7, -8, 5
Cn1c(N)c(C(=O)COC(=O)c2ccc(S(=O)(=O)N3CCCCC3)cc2)c(=O)n(C)c1=O
 : 0, ·, -4.3, -2.4, 15, ·, ·, -7, -1
O=C1CC(NS(=O)(=O)c2ccc([N+](=O)[O-])cc2)CN1c1ccc2c(c1)OCCO2 (stereo not drawn)
 : ·, -5, ·, ·, ·, 3, 3, -9, ·
CCCCN1C(=O)/C(=C/C=C2\Oc3ccccc3N2CC)SC1=S
 : 5, -2, -4.2, -0.3, i, -365, -150, ·, 10
O=C(NCC(=O)N(CC1CCCO1)C(C(=O)NC1CCCC1)c1ccc(F)cc1)c1ccco1 (stereo not drawn)
 : 6, -1, 1.0, -1.2, -6, -5, 6, 6, -6
O=C(NCc1ccc2c(c1)OCO2)C1CCN(c2ncccn2)CC1
 : 5, -4, -1.4, -1.2, -10, 4, 0, -3, 34
CN1CCN(CP(=O)(N2CCOCC2)N2CCOCC2)CC1
 : 3, 1, -2.7, -3.0, -5, 15, 3, 6, 13
CN(C)c1ccc(CNc2ccc3c(c2)ncn3C(C)(C)C)cc1
 : -3, -10, -0.4, -1.2, -18, -29, 3, 2, 10
Cc1ccccc1NC(=O)COC(=O)c1c[nH]c(=O)[nH]c1=O
 : 1, 0, -1.9, -2.9, -2, 7, 0, -1, 4
CCCCCSc1nc2c(c(=O)[nH]c(=O)n2C)n1CC
 : 12, ·, -3.1, -3.1, ·, -34, -3, 3, ·
COCCCNC(=O)Cn1cnc2sc(C)c(S(=O)(=O)N3CCN(c4ncccn4)CC3)c2c1=O
 : 6, -2, -3.3, -1.6, 6, -16, 4, 4, 13
Cc1ccccc1NC(=S)N(Cc1cccs1)C1CCCCC1
 : 11, 5, -0.9, 0.3, -5, 3, 7, -1, 14
COc1cc(OC)cc(-c2nnc(SCc3cccc(C(=O)O)c3)o2)c1
 : 4, -4, -0.7, -3.4, -6, 13, -3, -1, -8
CCN(c1cccc(C)c1)S(=O)(=O)c1ccc2c(c1)oc(=O)n2C
 : 6, -11, -0.8, -1.8, -5, 17, 1, 2, 4
O=c1c(C(c2ccc(Cl)cc2)c2c(O)nc3n(c2=O)CCS3)c(O)nc2n1CCS2
 : 47*, -5, -0.1, -0.6, -30, 13, 4, -5, 27
CCn1cc(C(=O)N2CCN(c3ccc([N+](=O)[O-])cc3)CC2)c(=O)c2ccc(C)nc21
 : 3, -2, -3.4, -3.1, 2, 17, -2, 4, -7
CCS(=O)(=O)Nc1cccc(C(=O)CC2(O)C(=O)Nc3ccccc32)c1 (stereo not drawn)
 : 2, -5, -2.1, -2.6, -7, -14, -2, 0, 21
CC(C)Oc1ccc(C(CC(=O)O)NC(=O)c2cccs2)cc1 (stereo not drawn)
 : 7, -6, -5.2, -5.5, 7, 13, -1, 0, -3
CCOc1ccc2nc(N3CCCC(C(=O)N4CCN(CC)CC4)C3)sc2c1 (stereo not drawn)
 : -6, 3, -0.7, -2.9, -22, 10, 1, 3, 9
CCC(C)NC(=O)Cn1nc(C(F)(F)F)c2c1CCCC2 (stereo not drawn)
 : -3, -1, -2.5, -1.5, -7, -11, 2, 2, -10
NC(=O)Cc1ccc(Nc2nnc(-c3ccc(O)cc3)c3ccccc23)cc1
 : 2, 0, 4.0, -3.1, 0, 15, 0, 5, 8
Cc1ccc(-n2ncc3c(NNC(=O)Cc4ccccc4)ncnc32)cc1
 : 0, 2, -3.1, -3.2, 0, -5, 3, 1, 46
O=C1CC(c2cccs2)c2cc3c(cc2N1)OCO3 (stereo not drawn)
 : 2, -5, -0.6, -1.8, -8, -47, 2, -1, 15
Cc1cccc(C)c1NC(=O)CCS(=O)(=O)c1cccc2nsnc12
 : 1, 1, -1.2, 1.5, -2, 7, 0, -2, 4

The final 3 entries of the part before open the next one.
Each structure is followed by: NS3 helicase inh, GalR3 antagonist, VIM-2 inh, IMP-1 inhibitor, p-CIP stab down, CRFBP-R2 block, IDE cell activ, IDE cell inh, SUMO HTRF inh
Cc1ccc(-n2ncc3c(NNC(=O)Cc4ccccc4)ncnc32)cc1
 : 0, 2, -3.1, -3.2, 0, -5, 3, 1, 46
O=C1CC(c2cccs2)c2cc3c(cc2N1)OCO3 (stereo not drawn)
 : 2, -5, -0.6, -1.8, -8, -47, 2, -1, 15
Cc1cccc(C)c1NC(=O)CCS(=O)(=O)c1cccc2nsnc12
 : 1, 1, -1.2, 1.5, -2, 7, 0, -2, 4
Cc1ccc(CN2CCN(Cc3cccc(-n4cccn4)c3)CC2CCO)cc1 (stereo not drawn)
 : -11, 0, -0.2, -0.2, 7, 5, 4, 5, 4
COc1ccc(S(=O)(=O)N2CCCOC2CNC(=O)C(=O)NCCc2ccco2)cc1 (stereo not drawn)
 : 18, -4, -1.2, -1.8, 3, 6, -3, 3, 14
O=C(COC(=O)CNC(=O)c1ccc(Cl)cc1)Nc1ccc(Cl)cc1C(F)(F)F
 : 5, 1, -0.4, -1.8, -4, -5, 1, 3, -11
N/C(=N\OC(=O)C1CCCCC1)c1ccc(Br)cc1
 : 2, -6, -1.1, -1.1, -5, -6, 2, 0, -16
O=c1[nH]c(Nc2nc3ccccc3o2)nc2c1CCCC2
 : 4, -4, -0.9, -8.1, -9, -3, 0, 8, -55
CSc1ccc(C2c3[nH]c4ccccc4c3CCN2C(=O)c2ccnn2C)cc1 (stereo not drawn)
 : -4, -5, 1.0, -2.5, 0, -73, 6, -2, -3
Cc1ccccc1Cn1nnc(-c2ccc3c(c2)OCO3)n1
 : -2, -4, -2.5, 1.4, 1, 4, 2, 3, -3
Cc1ccc2c(c1)C(O)(c1c(C)[nH]c3ccccc13)C(=O)N2 (stereo not drawn)
 : -11, -6, -2.1, -4.1, -12, -8, -2, 6, 6
O=C(CN1C(=O)CSC1=O)Nc1ccc(F)c(F)c1F
 : 7, 0, 0.0, -0.1, -3, 11, 3, 2, 27
CCCC1C(=O)Nc2ccccc2N1C(=O)c1ccc(C(C)(C)C)cc1 (stereo not drawn)
 : 9, -11, -2.6, -3.9, -59, -30, 1, 6, -5
CCC[C@@H]1C[C@@]1(CCC)[C@@H](NP(=O)(c1ccccc1)c1ccccc1)c1ccc(C(=O)OC)cc1
 : -5, -8, -3.2, -3.6, 3, 4, ·, 3, -44
CC1CCCC(C)N1CCCNC(=O)C(=O)Nc1ccc2nc3n(c(=O)c2c1)CCCCC3 (stereo not drawn)
 : 0, -7, -0.2, -1.1, 6, -2, -1, -4, 4
CC(=O)c1cccc(NC(=S)NC(=O)Cc2ccccc2)c1
 : 2, 9, -0.3, -0.1, -7, -20, -2, 0, -9
O=C1N/C(=C/c2ccsc2)C(=O)N1c1ccccc1
 : 4, -3, 0.5, -2.1, 2, 10, -3, 0, 5
